AI-2 QS mod: Vibrio harveyi AI-2 quorum sensing modulators, primary screen, JMH597 strain, luminescence/OD600 ratio; Vibrio harveyi JMH597 AI-2 luminescence/OD600 ratio, 9 h; hits give low values; strain lacks LuxN and CqsS sensors; 0 = neutral-control median; activity change, % at 7.5 µM; 300,000 tested, 0.4% active; AID 2094, 2009; in the data active = activity change below about -75%, passing the limit was not always enough; inconclusive = no clear call, values can overlap the other calls;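 also: luminescence divided by OD600 gain over 9 h not by final OD600 alone; inactives centre near 13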
KLF5 inhibitor: KLF5 expression inhibitors, primary screen, DLD-1 cells, luminescence; DLD-1 KLF5 promoter-luciferase reporter; inhibition, % at 5 µM; 290,000 tested, 0.23% active; AID 1700, 2009;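 active = inhibition above a per-plate limit of that plate's mean compound inhibition plus 3 SD, cut at about 60% in these data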;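 also: 0% = DMSO wells and 100% = LY294002 at 200 µM; higher means less KLF5 promoter-driven luciferase light; inactives centre near -14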
IEC-6 cytotox: cytotoxicity in IEC-6 intestinal epithelial cells, primary screen, cytotoxicity control for KLF5 inhibitor project, cell-based, luminescence | IEC-6 cytotoxicity, luminescence viability | inhibition, % at 5 µM | 290,000 tested, 0.78% active; in the data active = inhibition above about 22%;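 also: 0% = plate median of test compound wells and 100% = cytotoxic reference compound wells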
GSK3 alpha inh: blockers of GSK3A enzyme activity – biochemical, luminescence, cell-free homogeneous, HTS, primary screen; Glycogen synthase kinase-3 alpha (Homo sapiens), P49840; inhibition, % at 10 µM; 320,000 tested, 0.1% active; AID 2650, 2010; GSK-3 alpha kinase, ADP-Glo luminescence, 60 min;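 in the data active = inhibition above about 50%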;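 also: GST-tagged GSK-3 alpha with peptide substrate and 25 µM ATP; 0% = DMSO neutral wells and 100% = GW8510 positive control wells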
Target sequence (P49840 whole entry, looked up): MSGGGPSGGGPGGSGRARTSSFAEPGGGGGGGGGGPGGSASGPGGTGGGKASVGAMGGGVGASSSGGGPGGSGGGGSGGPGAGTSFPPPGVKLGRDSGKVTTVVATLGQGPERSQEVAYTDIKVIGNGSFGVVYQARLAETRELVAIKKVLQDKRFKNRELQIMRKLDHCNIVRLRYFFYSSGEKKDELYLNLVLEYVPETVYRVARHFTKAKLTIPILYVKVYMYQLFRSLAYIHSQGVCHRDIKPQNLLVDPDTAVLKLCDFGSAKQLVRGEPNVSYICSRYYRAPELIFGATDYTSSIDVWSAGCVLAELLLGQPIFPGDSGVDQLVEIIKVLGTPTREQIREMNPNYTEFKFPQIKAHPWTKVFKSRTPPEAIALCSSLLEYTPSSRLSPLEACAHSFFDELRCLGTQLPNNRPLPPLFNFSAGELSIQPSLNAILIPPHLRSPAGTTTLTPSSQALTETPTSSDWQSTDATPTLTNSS
HIF activator: HIF pathway transcriptional activators, primary screen, cell-based, U2OS HRE-luciferase, luminescence. activation, % at 7.5 µM (by protocol). 300,000 tested, 0.32% active. U2OS HRE-luciferase reporter; normalized: DMSO 0%, desferrioxamine 100%. AID 1910, 2009;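 active = mean activation of at least 10% of the iron chelator positive control signal, with at least half of replicates also reaching 10%; inconclusive = mean and replicate majority disagree about reaching 10%; inactive = mean and most replicates under 10%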
aSyn 5UTR inh: MLPCN primary screen, SNCA 5' untranslated region; alpha-synuclein 5'UTR reporter, inhibitor activity; inhibition, % (tested at 7.5 µM); 300,000 tested, 0.82% active; in the data active = inhibition above about 60%; inconclusive = no clear call, values can overlap the other calls;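 also: H4 neuroglioblastoma cells stably carrying SNCA 5'UTR luciferase fusion; 0% = DMSO wells and 100% = positive control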
GSK3B inh: human GSK3beta kinase inhibitors, primary screen, biochemical, cell-free homogeneous, HTS | Glycogen synthase kinase-3 beta (Homo sapiens), P49841 | GST-GSK3beta kinase, ADP-Glo luminescence, 60 min; hits give low values | activity score (negative = inhibition), % at 10 µM | 300,000 tested, 0.038% active;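 active = more than half of replicate wells score below -50%, meaning over 50% inhibition versus plate controls; inconclusive = some replicates but at most half score below -50%; inactive = no replicate scores below -50%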;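 also: 0% = median DMSO wells and -100% = median GW8510 positive control wells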
Target sequence (P49841 whole entry, looked up): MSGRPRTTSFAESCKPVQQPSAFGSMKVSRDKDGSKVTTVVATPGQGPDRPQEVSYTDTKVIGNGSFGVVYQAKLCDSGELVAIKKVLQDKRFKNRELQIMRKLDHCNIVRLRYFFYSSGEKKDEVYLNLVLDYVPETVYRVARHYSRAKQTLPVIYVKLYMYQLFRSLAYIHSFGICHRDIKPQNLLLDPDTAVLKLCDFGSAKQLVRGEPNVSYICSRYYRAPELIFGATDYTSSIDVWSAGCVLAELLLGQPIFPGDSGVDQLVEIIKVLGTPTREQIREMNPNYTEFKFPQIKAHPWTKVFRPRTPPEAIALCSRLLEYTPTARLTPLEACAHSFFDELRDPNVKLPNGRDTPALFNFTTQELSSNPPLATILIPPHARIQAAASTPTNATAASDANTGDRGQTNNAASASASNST
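Test system: GST-tagged human GSK3beta kinase, cell-free; evaluation: activity score scaled between in-plate DMSO and GW8510 controls; measured by: ADP-Glo luminescence; incubation: 60 min reaction, RT; benchmarks: DMSO and 20 µM GW8510; reagent: peptide substrate plus 25 µM ATP (final); medium: Tris/MgCl2 kinase buffer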
HSP90 inh: HSP90 inhibitors, primary screen, cell lysate, luminescence; Heat shock protein HSP 90 (rabbit reticulocyte lysate; luciferase refolding); Rabbit reticulocyte lysate, luciferase refolding luminescence, 3 h; inhibition, % at 5.6 µM; 290,000 tested, 0.91% active; AID 1789, 2009;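 active = inhibition above the screen-wide mean plus 3 SD, computed separately per campaign, cut at about 16% in these data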;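 also: 0% = DMSO wells and 100% = 60 µM geldanamycin wells; inhibitors lower the luminescence because luciferase stays unfolded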
HSF-1 act: HSF-1 activators, primary screen, NIH3T3-HGL cells, MG132 stress, luminescence, single point | NIH3T3-HGL HSF-1 luciferase reporter, 8 h; 100% = twice DMSO control signal | activation, % at 9 µM | 300,000 tested, 1.7% active;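 active = mean replicate activation of at least 50% with a set share of replicates each reaching 50%; inconclusive = only one of those two conditions met; inactive = mean below 50% and too few replicates reaching it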;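 also: 0% = median of the neutral control wells and 100% = twice that signal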
HSF1 inh: HSF1 inhibitors in luciferase reporter cells, primary screen, cell-based, NIH3T3, luminescence. NIH3T3-HGL HSE-luciferase, MG132-induced, luminescence 8 h; hits give low values. 300,000 tested, 0.77% active. activity change, negative = inhibition, % at 7.5 µM (by protocol). AID 2098, 2009;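 active = more than half of replicate wells show activity change below -50%, luminescence cut by over half; inconclusive = some wells, but at most half, below -50%; inactive = no replicate well below -50%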;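 also: luciferase reports HSF-1 transcriptional activity via heat shock element; 0% = median of DMSO wells and -100% = zero luminescence signal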
* hit, by the source's call; ? = inconclusive; · = not tested or not shown; & = joins results of further samples.

SMILES | AI-2 QS mod | KLF5 inhibitor | IEC-6 cytotox | GSK3 alpha inh | HIF activator | aSyn 5UTR inh | GSK3B inh | HSP90 inh | HSF-1 act | HSF1 inh
CC(=O)NC(CCS(C)(=O)=O)C(=O)N1CCc2ccccc21 (stereo unspecified) | 19 | -36 | -2 | -2 | -0.1 | 0 | 2 | 0 | -19 | -1
O=C(NCCc1ccccc1)C1CC1 | 8 | -20 | -7 | -3 | 0.9 | -5 | -1 | -4 | -1 | 4
COc1ccc(S(=O)(=O)N2CCCCC2)cc1C(=O)N1CCCC1 | 22 | -24 | 1 | · | 0.3 | 9 | 3 | -7 | -1 | -3
COc1ccc(-n2c(=S)[nH]c3cc(C(=O)Nc4ccccc4OC)ccc3c2=O)cc1 | 9 | 39 | 1 | -1 | -0.2 | 0 | 0 | -2 | 3 | -1
COC(=O)C(NC(=O)CCc1c(C)nc2c(c(C)nn2-c2ccccc2)c1C)C(C)C (stereo unspecified) | 0 | -19 | -11 | 0 | -57 | 9 | 0 | -1 | 4 | -6
Cc1ccc(-n2ncc3c(NCC4CCCO4)ncnc32)c(C)c1 (stereo unspecified) | · | -31 | -3 | 0 | · | · | · | -2 | · | ·
CN(C)CCCN(C(=O)CCOc1ccccc1)c1nc2c(F)cccc2s1 | 29 | -2 | -1 | · | -0.5 | 13 | 0 | 0 | 0 | 1
Cc1cc(=O)n2nc(N3CCCC(C(=O)NCCc4ccccc4)C3)sc2n1 (stereo unspecified) | · | -10 | 0 | 0 | · | · | · | 0 | · | ·
COc1ccccc1OCc1nnc(SCC(=O)NCc2ccco2)n1-c1ccccc1 | -3 | 0 | -3 | 1 | 423* | -12 | 3 | -1 | 9 | -4
N#Cc1c(NC(=O)C2CC(c3c(F)cccc3Cl)=NO2)sc2c1CCC2 (stereo unspecified) | 36 | -4 | -4 | -1 | 0.4 | 3 | -1 | -6 | 21 | 8
c1ccc(-n2cnc3ccccc32)nc1 | 20 | -26 | -3 | -2 | 1.6 | -14 | 1 | -2 | 11 | -7
C/C(=N\N(Cc1ccccc1)c1ccccc1)c1cccnc1 | 7 | -19 | -2 | 2 | -0.4 | -16 | -2 | -4 | -28 | -10
COc1ccc(C(CNC(=O)c2cc(C)oc2C)N2CCOCC2)cc1 (stereo unspecified) | 7 | -18 | 0 | -1 | -0.4 | -2 | 3 | -1 | -2 | 3
Cc1ccc(OCC(=O)NCCO)cc1C | 36 | -13 | -4 | -6 | 0.2 | 12 | 0 | -3 | 16 | -1
COc1cc2c(cc1NC(=O)CSc1ccccc1)oc1ccccc12 | 11 | 15 | 7 | -2 | 0.1 | 9 | 3 | -4 | -20 | -5
O=C(CNC(=O)c1ccco1)OCN1C(=O)c2ccccc2C1=O | 12 | -12 | -5 | -2 | -0.3 | -12 | 3 | -1 | 0 | 4
O=C(c1cnc2sccn2c1=O)N1CCc2ccccc2C1 | 3 | -18 | 1 | -6 | 0.4 | 4 | 0 | -6 | 4 | -3
CN(C)c1cccc(N(C)C)c1CNC(=O)NC(=O)c1c(F)cccc1F | 19 | -18 | -6 | 0 | -0.3 | -2 | 1 | -5 | 8 | -6
O=C(NNS(=O)(=O)c1ccc(F)cc1)c1ccccc1O | -10 | -33 | -5 | 4 | -1.8 | -7 | -2 | 2 | 29 | 9
CCCCCn1c(=O)[nH]c2cc(C(=O)NCCN3CCCCC3C)ccc2c1=O (stereo unspecified) | -2 | 0 | 1 | -5 | 0.6 | -13 | 1 | -7 | 7 | -1
CSCCC(=O)Nc1cc(S(=O)(=O)N2CCOCC2)ccc1N1CCN(C)CC1 | 24 | -47 | -1 | 2 | -0.2 | -16 | 5 | -3 | -12 | -5
CNC(=S)NCCc1cc2c(OC)ccc(OC)c2[nH]c1=O | -7 | -14 | -1 | -4 | -0.3 | 11 | -1 | -1 | 14 | 7
COc1ccc(S(=O)(=O)N2CCCOC2CNC(=O)C(=O)NCc2cccnc2)cc1 (stereo unspecified) | 13 | -12 | -7 | 0 | -0.2 | -7 | 1 | -1 | 5 | -1
COC(=O)c1cc(NC(=O)CN2CCc3cc4c(cc3C2)OCCCO4)cc(C(=O)OC)c1 | 14 | 1 | 2 | 0 | 0.0 | 10 | 0 | 0 | 21 | 7
CCCC(=O)Nc1ccc2nc(SCC(=O)Nc3nccs3)sc2c1 | 10 | -43 | 4 | 0 | -0.6 | -25 | -4 | 0 | -7 | 3

New compounds follow:
SMILES | AI-2 QS mod | KLF5 inhibitor | IEC-6 cytotox | GSK3 alpha inh | HIF activator | aSyn 5UTR inh | GSK3B inh | HSP90 inh | HSF-1 act | HSF1 inh
CCOc1ccccc1NC(=O)C(C)N1C(=O)c2ccccc2S1(=O)=O (stereo unspecified) | 20 | · | · | -2 | 0.3 | 5 | 2 | · | 7 | -3
Cn1c(NCc2cccs2)nc2ccccc21 | 15 | -40 | -2 | 0 | 6.2 | -63 | -1 | 0 | 20 | 3
CNC(=O)c1[nH]cnc1C(=O)N[C@@H](CC(C)C)C(=O)OCc1ccccc1 | 12 | -4 | 0 | 0 | 0.2 | -10 | 0 | 6 | 0 | 0
Nc1c(C(=O)NCc2ccco2)c2nc3ccccc3nc2n1CCc1ccccc1 | 25 | -26 | 2 | · | -0.5 | -9 | 1 | 7 | 37 | 13
OCCN(CCO)c1nc(N2CCCCC2)c2nc(N(CCO)CCO)nc(N3CCCCC3)c2n1 | 18 | 8 | 3 | · | · | · | · | 6 | · | ·
Cc1cc(C)cc(OC(C)c2ccnc3nc(/N=C/N(C)C)nn23)c1 (stereo unspecified) | -6 | -14 | 1 | -4 | 0.0 | 20 | 2 | 0 | 15 | 11
CC(C)N(C(=O)COC(=O)c1ccc(Cl)nc1)C(C)C | -7 | -15 | 11 | 0 | 0.1 | -11 | 4 | -2 | 39 | 13
CCN1CCN(Cc2ccc(NC(=O)c3ccc(C)c(NC(=O)c4ccno4)c3)cc2C(F)(F)F)CC1 | 18 | · | · | 0 | 4.9 | 67* | -3 | · | -59 | ?
OCC1(CCOc2ccccc2)CCN(Cc2cn[nH]c2-c2ccc(F)cc2)CC1 | 16 | -5 | -4 | 0 | -0.1 | 17 | -1 | -3 | 12 | 2
Cc1cc(NC(=O)c2ccc(F)cc2)n(-c2ccccn2)n1 | 10 | -27 | -2 | 1 | 0.1 | 16 | 0 | -3 | 3 | -5
O=C(CCc1nnc2ccc(NCc3ccc(Cl)cc3)nn12)NC1CCCCC1 | 12 | -4 | 5 | -2 | 0.7 | 7 | -2 | 0 | 14 | 6
CCC(C)[C@H](NC(=O)[C@@H]1Cc2c([nH]c3ccccc23)C2c3ccccc3C(=O)N21)C(=O)N1CCC[C@@H]1C(=O)O (stereo partly specified) | 33 | -14 | 6 | -4 | -0.1 | -5 | 3 | -1 | 9 | -4
COc1ccc(C(=O)Nc2cc(C)nn2-c2ccc(F)cc2)cc1 | · | -6 | 0 | -1 | -0.7 | -7 | · | 0 | 8 | -7
C/C(=N\NC(=O)Cc1ccc([N+](=O)[O-])cc1)c1cccnc1 | 35 | -21 | -1 | -1 | -0.4 | -18 | -11 | -4 | 6 | 1
Cc1cccc(OCCNC(=O)c2ncn[nH]2)c1 | 20 | 0 | -8 | -1 | -0.1 | 9 | 1 | 2 | -1 | -4
CCC(C)c1ccccc1NC(=O)C(C)OC(=O)c1ccco1 (stereo unspecified) | -3 | · | · | -1 | -0.2 | 1 | -1 | · | -2 | 1
c1ccc(-c2nc[nH]c2-c2ccccc2)cc1 | 16 | -2&-22 | 0&5 | · | 0.0 | 8 | 2 | -3&6 | -3 | -9
COc1ccc(CN(CC2CCC(C(=O)O)CC2)C(=S)Nc2ccc(C)c(Cl)c2)cc1 (stereo unspecified) | 49 | 3 | -9 | -5 | 2.9 | -21 | -4 | 4 | -14 | -17
CCOc1ccc2[nH]c3nc(SCC(=O)OC(C)C)nnc3c2c1 | 12 | -41 | -3 | -3 | 0.2 | -17 | -1 | 0 | -1 | 0
Cc1[nH]c2ccccc2c1C(C[N+](=O)[O-])c1ccco1 (stereo unspecified) | 7 | 4 | -3 | 1 | -0.1 | -1 | 0 | -1 | 18 | 7
COc1ccc(C2c3ccc(O)cc3Oc3ncn4nc(-c5ccccn5)nc4c32)cc1OC (stereo unspecified) | 8 | -2 | -5 | -2 | -0.2 | 40 | 5 | 3 | -4 | -1
CC(C)NC(=O)C1(c2ccccc2)CCOCC1 | 32 | 14 | 1 | · | -0.2 | -5 | -2 | 1 | -1 | 6
COc1ccc(S(=O)(=O)Nc2nnc(C(C)(C)C)s2)cc1 | 8 | 19 | 8 | -6 | 0.3 | 8 | -1 | 6 | 2 | 5
CCOC(=O)C1CCN(C=Nc2cc(C)on2)CC1 | -4 | -32 | 1 | 4 | 0.7 | 2 | -5 | -1 | -6 | 2
Cc1ccc(NC(=S)NNC(=O)c2cn(C)nc2C)cc1 | 4 | -50 | 0 | -3 | 1.7 | -31 | 1 | -1 | -7 | -1

Going on with the list:
SMILES | AI-2 QS mod | KLF5 inhibitor | IEC-6 cytotox | GSK3 alpha inh | HIF activator | aSyn 5UTR inh | GSK3B inh | HSP90 inh | HSF-1 act | HSF1 inh
CC(C)N(C(=O)C(=O)c1cccn1-c1ccccc1C#N)C(C)C | -8 | -15 | -5 | 0 | -2.5 | 10 | -2 | 2 | -4 | 0
CC(=O)Nc1ccc(NS(=O)(=O)c2cc(C)sc2C)cc1 | 1 | -8 | 6 | -3 | 0.2 | 8 | -5 | -1 | -30 | -9
CC(C)(C)c1ccc(S(=O)(=O)Nc2cccnc2)cc1 | 16 | -14 | -1 | -3 | 0.0 | 13 | 3 | 3 | 9 | -2
FC(F)(F)c1cc(-c2ccco2)nc(-n2nc(C(F)(F)F)cc2C2CC2)n1 | 15 | -13 | -1 | -4 | 0.2 | 14 | 0 | 4 | 8 | 1
COc1cc(CN2CCC(n3nccc3NC(=O)CCCc3ccccc3)CC2)ccc1F | 38 | -8 | -3 | 2 | -0.3 | 19 | 0 | -3 | 13 | 8
CC(=O)NC(Cc1ccccc1)C(=O)N1CCN(C(=S)NCC(C)C)CC1 (stereo unspecified) | 29 | -34 | -4 | 2 | -0.3 | 15 | -2 | 1 | -3 | -4
